# MITF primary – blocks human microphthalmia-associated transcription factor; O75030; inhibition, % at 2.6 µM; AID 1259374; hit rate 0.91% among 650,000; AlphaScreen MITF homodimerization, bead proximity signal; in the data active = inhibition above about 50%;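 note: 0% = vehicle wells with protein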
# Target sequence (O75030 whole entry, looked up): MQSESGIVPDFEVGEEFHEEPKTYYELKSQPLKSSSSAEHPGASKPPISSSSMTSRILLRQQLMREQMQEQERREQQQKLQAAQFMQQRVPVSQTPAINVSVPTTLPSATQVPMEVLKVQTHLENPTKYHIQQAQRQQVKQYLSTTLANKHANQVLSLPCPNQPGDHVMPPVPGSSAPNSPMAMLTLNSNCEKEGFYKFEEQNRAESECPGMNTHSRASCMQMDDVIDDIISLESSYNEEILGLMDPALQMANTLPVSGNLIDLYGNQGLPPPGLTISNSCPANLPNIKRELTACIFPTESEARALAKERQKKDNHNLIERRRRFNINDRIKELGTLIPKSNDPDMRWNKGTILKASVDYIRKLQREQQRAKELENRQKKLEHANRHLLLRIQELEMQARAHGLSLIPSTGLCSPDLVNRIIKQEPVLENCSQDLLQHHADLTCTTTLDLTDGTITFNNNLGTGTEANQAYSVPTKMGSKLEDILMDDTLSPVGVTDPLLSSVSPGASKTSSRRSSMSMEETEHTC
# FBW7 activator – human FBW7 E3 ligase activation, primary screen; Q969H0; AlphaScreen FBW7–phospho-cyclin E peptide binding, activator screen; normalized activity (activation), % at 26.1 µM; hit rate 0.13% among 650,000; AID 1259310; in the data active = normalized activity above about 1.9%;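 note: purified mutant Fbw7 with reduced substrate affinity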
# GPR151 activ – human GPR151 activation; Q8TDV0; PathHunter beta-arrestin GPR151 cells, luminescence; activation, % at 11.2 µM; hit rate 1% among 650,000; in the data active = activation above about 4.9%;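 note: 0% = median of compound wells and 100% = cells with positive control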
# Target sequence (Q8TDV0 whole entry, looked up): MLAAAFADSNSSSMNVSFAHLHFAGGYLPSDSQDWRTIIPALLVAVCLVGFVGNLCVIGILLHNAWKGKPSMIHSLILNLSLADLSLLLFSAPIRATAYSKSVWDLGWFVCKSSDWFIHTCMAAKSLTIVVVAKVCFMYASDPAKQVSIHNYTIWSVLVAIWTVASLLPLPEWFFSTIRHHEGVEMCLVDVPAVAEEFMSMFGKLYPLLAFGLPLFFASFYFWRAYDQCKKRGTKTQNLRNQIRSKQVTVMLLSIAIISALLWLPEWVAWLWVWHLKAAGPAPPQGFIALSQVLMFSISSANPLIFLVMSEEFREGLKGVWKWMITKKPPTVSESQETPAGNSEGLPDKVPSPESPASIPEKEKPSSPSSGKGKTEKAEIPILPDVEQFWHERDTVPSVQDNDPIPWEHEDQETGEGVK
# TEAD-YAP inh – TEAD-YAP interaction inhibition | HEK-TIYL cells, TEAD-Gal4/YAP UAS-luciferase luminescence | inhibition, % at 9.12 µM | hit rate 1.4% among 640,000 | AID 1259422; in the data active = inhibition above about 32%;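 note: 0% = median of test compound wells and 100% = reference inhibitor wells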
# * hit, by the source's call.
# Order of results: MITF primary, FBW7 activator, GPR151 activ, TEAD-YAP inh
O=c1c2c(nc3nc(NCc4cccc(Cl)c4)[nH]n13)CCC2
→ 3, 0.0, 0.8, 1
Cc1cccc(C(=O)NC(=S)Nc2ccc3[nH]c(=O)[nH]c3c2)c1
→ 5, 0.3, -1.1, -3
CC(C)CC(=O)NCC(c1cccs1)S(=O)(=O)c1ccccc1 (stereo not given)
→ 5, 0.1, 4.4, 12
COc1ccc(C2/C(=C(/O)c3ccccc3)C(=O)C(=O)N2CCN2CCOCC2)cc1OC (stereo not given)
→ 10, 0.0, -0.6, 17
CCOc1ccc2c(c1)c1nnc(SCC(=O)N(CC)CC)nc1n2C
→ 3, 0.0, 0.3, 1
O=C1CCc2cc(S(=O)(=O)N3CCC(C(=O)N4CCc5ccccc54)CC3)ccc2N1
→ -3, -0.4, 0.6, -36
Cn1ncc2c(NNC(=O)Cc3ccccc3)ncnc21
→ 2, 0.0, 0.2, -25
Cc1csc(C(=O)N2CCN(Cc3c(C)noc3C)CC2)c1
→ -9, -0.1, -2.1, -8
Cc1ccc(C(=O)Nc2ncc(Cc3ccc(Cl)cc3)s2)o1
→ 9, -0.1, 1.0, -25
Cc1ccc(CN2C(=O)C3C(c4ccccc4Cl)OC4(C(=O)c5ccccc5C4=O)C3C2=O)cc1 (stereo not given)
→ -7, 0.1, -1.5, -16
COc1ccc(C2C(=O)N(C3CCCCCC3)CC(=O)N2Cc2ccc(F)cc2)cc1 (stereo not given)
→ 5, -0.2, -1.2, 2
Cc1cccc(-n2c3nc(=O)[nH]c(=O)c-3cc3ccccc32)c1C
→ 6, -0.2, 2.7, 1
O=S(=O)(O)c1ccc(N/N=C/c2ccncc2)cc1
→ 17, 0.4, -0.3, 4
COCCOC(=O)C1=C(C)NC2=C(C(=O)CC(C)(C)C2)C1c1ccc(OC)c(OC)c1OC (stereo not given)
→ 6, 0.5, 1.6, -4
CCOc1ccc2nc(SCC(=O)N3c4cc(C)c(C)cc4-c4c(ssc4=S)C3(C)C)sc2c1
→ 18, -0.3, 0.1, -7
COc1ccc(Oc2ccc([N+](=O)[O-])cc2Cl)cc1
→ -6, -0.1, -0.4, -2
O=C(CSc1nccc(=O)[nH]1)c1cccs1
→ 8, 0.1, 0.3, -2
Nc1cc(N2CCOCC2)nc(Cl)n1
→ 19, 0.2, -0.4, -7
Cc1ccccc1CSCC(=O)NCc1ccccc1Cl
→ 5, 0.1, -0.7, -11
Cc1cccc(OCC(=O)Oc2ccccc2NC2=NS(=O)(=O)c3ccccc32)c1
→ 4, 0.0, 2.2, -1
COc1ccc(S(=O)(=O)Nc2cc(Cl)ccc2-n2cncn2)cc1[N+](=O)[O-]
→ -11, -0.1, 0.9, -1
CCOc1c(Cl)cc(C=C2C(=O)N(C)C(=S)N(C)C2=O)cc1OC
→ 2, -0.1, -0.2, -1
O=C(Nc1ccc(N2CCC(NCc3ccc4c(c3)OCO4)CC2)cc1)c1ccccc1F
→ -15, -0.4, -0.9, -8
CCn1c2ccccc2n2c(C(=O)OC)c(C)nc12
→ 4, -0.2, -0.8, 5
CCCc1nnc(SCC(=O)N2CCc3ccccc32)n1CCCOC
→ -1, -0.2, -0.3, 5
O=C(NCc1ccc(F)cc1)c1nnc(-c2ccccc2)o1
→ 3, 0.1, 0.4, -8
CC(=O)Nc1ccc(Nc2cc(N3CCN(Cc4ccc5c(c4)OCO5)CC3)nc(N)n2)cc1
→ 16, -0.1, -0.6, 0
CCC(CC)C(=O)N1c2ccc(OC)cc2-c2c(ssc2=S)C1(C)C
→ 38, -0.7, -0.2, -1
Cc1ccc(NC(=O)c2ccccc2C)c([N+](=O)[O-])c1
→ -9, -0.1, -1.1, -21
CC(C)(C)NC(=O)/C=C/c1cccs1
→ -12, -0.1, -1.6, -12

# An excerpt from above, limited to GPR151 activ, FBW7 activator and MITF primary:
Compound | GPR151 activ | FBW7 activator | MITF primary
O=C1CCc2cc(S(=O)(=O)N3CCC(C(=O)N4CCc5ccccc54)CC3)ccc2N1 | 0.6 | -0.4 | -3
Cn1ncc2c(NNC(=O)Cc3ccccc3)ncnc21 | 0.2 | 0.0 | 2
Cc1csc(C(=O)N2CCN(Cc3c(C)noc3C)CC2)c1 | -2.1 | -0.1 | -9
Cc1ccc(C(=O)Nc2ncc(Cc3ccc(Cl)cc3)s2)o1 | 1.0 | -0.1 | 9
Cc1ccc(CN2C(=O)C3C(c4ccccc4Cl)OC4(C(=O)c5ccccc5C4=O)C3C2=O)cc1 (stereo not given) | -1.5 | 0.1 | -7
COc1ccc(C2C(=O)N(C3CCCCCC3)CC(=O)N2Cc2ccc(F)cc2)cc1 (stereo not given) | -1.2 | -0.2 | 5

# The list goes on:
# Order of results: MITF primary, FBW7 activator, GPR151 activ, TEAD-YAP inh
O=C1Nc2cccc(Cl)c2/C1=C/c1ccccc1
→ 4, 0.0, 2.4, -19
COc1cc(COc2cccc3ccc(N4CCN(C(=O)c5ccco5)CC4)nc23)cc(OC)c1
→ -1, -0.2, -0.3, 35*
CCOC(=O)Cn1c(=O)oc2cc(S(=O)(=O)NC3CCCCC3C)ccc21 (stereo not given)
→ 10, 0.2, 1.0, -3
O=C(O)CCNC(=O)OCC1c2ccccc2-c2ccccc21
→ 4, 0.0, -0.4, 4
O=C1NC(=O)C2C1C1(c3ccccc3)C(=O)C2(c2ccccc2)C(c2ccc3c(c2)OCO3)=C1c1ccc2c(c1)OCO2 (stereo not given)
→ 15, -0.1, 1.1, 10
COC(=O)c1cn(C(=O)COc2ccc(Cl)cc2)c2ccccc12
→ 1, 0.0, 3.8, -7
Cc1cc2c(o1)c1cnn(CC(=O)NCc3ccco3)c(=O)c1n2C(C)C
→ -4, -0.2, -1.0, -7
C=CCNCC(O)Cn1ccc2ccccc21 (stereo not given)
→ 3, 0.0, 4.3, -2
CCOc1ccc(NC(=O)CSc2nc3sc4c(c3c(=O)n2-c2ccc(OCC)cc2)CCCC4)cc1
→ -3, 0.0, -0.5, 20
Cc1cc(Cl)ccc1OCC(=O)NNC(=O)CC#N
→ -6, -0.1, -2.3, -54
COc1ccccc1NC(=O)N1CCN(c2ccc3cccc(-c4ccncc4)c3n2)CC1
→ 6, 0.0, -1.8, 3
COc1ccc(C(=O)OCC(=O)NC(C)(C)C)cc1S(=O)(=O)N1CCOCC1
→ 10, 0.6, -2.7, 1
O=C1N[C@@H](CSCc2ccccc2)C(=O)N2CCN(C(=O)NCc3ccccc3)C[C@H]12
→ 80*, 0.1, -1.0, 11
O=C(NCCN1CCOCC1)c1cnc(Br)s1
→ -2, 0.0, 2.8, 0
Cc1cc(C(=O)NNC(=O)CCNS(=O)(=O)c2ccc(C)c(C)c2)c(C)o1
→ -2, -0.1, -0.8, 0
CSCC[C@H](NC(C)=O)C(=O)N1CCCC(c2[nH]ncc2Cc2ccccc2)C1 (stereo not given in full)
→ -11, 0.0, 1.0, 2
CCOc1ccccc1-n1cnc2cc(C(=O)NCC(OCC)OCC)ccc21
→ -13, 0.0, -0.8, -8
COC(=O)C1=CN(C(C)C)C=C(C(=O)OC)C1c1ccc(O)c(OC)c1
→ 0, -0.2, -0.4, 4
COc1ccc(CNC(=O)C(=O)NCc2ccc(Cl)cc2)cc1
→ -12, 0.1, 2.9, 0
COc1ccccc1N1CCN(C(=O)c2ccc(N3CC4CC(C3)c3cccc(=O)n3C4)c(NC(=O)c3ccncc3)c2)CC1 (stereo not given)
→ -8, -0.1, 0.0, -6
Cc1nc(N)nc(Nc2ccc(Cl)cc2)c1Br
→ 6, 0.1, -0.1, -13
O=C(CCCCCNC(=S)Nc1ccc(Cl)cc1)C[N+](=O)[O-]
→ 6, -0.1, 1.1, 18
c1ccc(-n2nnnc2-c2cccnc2)cc1
→ -18, 0.0, -0.3, 2
Cc1ccc(NC(=O)CSc2nc(N)cc(=O)[nH]2)cc1C
→ -8, 0.1, 0.8, 6
COc1ccccc1N1CCN(C(=O)c2cn(-c3ccc(Cl)cc3)c(=O)c3ccccc23)CC1
→ -5, 0.2, -0.2, -4
CN(Cc1ccccc1)C(=O)c1ccc([N+](=O)[O-])cc1
→ 3, -0.1, 0.1, 0
COC(=O)c1ccc(NC(=O)C2CCCO2)cc1 (stereo not given)
→ 8, 0.1, -0.8, -17
CC(=O)N1CCc2c(sc(NC(=O)c3ccc(S(=O)(=O)N4CCCCC4)cc3)c2-c2nc3ccccc3s2)C1
→ 1, 0.0, 1.0, 7
COc1ccc(S(=O)(=O)NC(CC(=O)N2CCN(c3cc(C)ccc3C)CC2)c2ccco2)cc1 (stereo not given)
→ -6, 0.2, -0.3, -4
CCOC(=O)c1c(NC(=O)c2ccc(OC)cc2)sc(C)c1C
→ -3, -0.1, 0.0, -7

# The results go on:
# Order of results: MITF primary, FBW7 activator, GPR151 activ, TEAD-YAP inh
CC1=CC(C)(C)NC(=S)N1c1ccc(O)cc1
→ 12, 0.2, 3.4, 3
COc1ccc(CCN2C(=O)CC(C(=O)Nc3ccc(C(=O)O)cc3)SC2=Nc2cccc(Cl)c2)cc1OC (stereo not given)
→ 15, 0.2, 0.5, 8
COC(=O)c1ccc(O)c(/C=N/N(CCO)C2=NS(=O)(=O)c3ccccc32)c1
→ -3, -0.1, -0.3, -9
FC(F)C(F)(F)c1cc(-c2ccccc2)n[nH]1
→ 12, 0.2, -0.4, -16
CC(C)NC(=O)c1cccnc1SCc1cccc(F)c1
→ 12, 0.8, 3.2, 3
Cc1cc(S(=O)(=O)NCC(C)C)ccc1OCC(=O)Nc1ccc2c(c1)OCCO2
→ 12, 0.1, -0.3, 9
CN(C)CCCN(CCCN(C)C)c1ccc([N+](=O)[O-])cc1[N+](=O)[O-]
→ 12, -0.1, 0.8, -8
CCCOC(=O)C1=C(C)NC2=C(C(=O)CCC2)C1c1ccc(SC)cc1 (stereo not given)
→ 6, 0.3, -1.1, 11
COc1cc(OC)c(NC(=O)CCC2CCCC2)cc1Cl
→ -8, -0.1, -0.1, -19
CCn1cc(C(=O)O)c(=O)c2cc(F)c(N/N=C/c3ccccc3[N+](=O)[O-])cc21
→ 17, -0.1, 1.0, 9
Cc1nc(-c2cncc(-c3cc4ccccc4s3)c2)cc(N2CCN(C)CC2)n1
→ 8, -0.1, 0.3, 1
NC(=O)c1ccc(NC(=O)CN2CCN(c3cccc(Cl)c3)CC2)cc1
→ 13, 0.5, 0.6, 22
CCn1c2ccccc2c2cc(CN3CCN(Cc4cc(OC)c(OC)c(OC)c4)CC3)ccc21
→ 61*, 0.5, -1.2, 1
COc1cc2nc(CN3CCN(c4ccccc4)CC3)nc(N3CCCCC3)c2cc1OC
→ 15, -0.2, 0.1, -2
O=C(Nc1ccc(Cl)cc1)C1C2C=CC3(O2)C1C(=O)N(CCCN1CCCC1)C3C(=O)NC1CCCCC1 (stereo not given)
→ -27, 0.1, 0.7, 0
NS(=O)(=O)c1ccc(N2CCN(S(=O)(=O)c3cccs3)CC2)c([N+](=O)[O-])c1
→ 0, -0.1, 1.4, 34*
FC(F)(F)c1cccc(CNc2nc(-c3cccs3)nc3c2ncn3-c2ccccc2)c1
→ -5, 0.4, -3.2, 4
O=[N+]([O-])c1ccccc1/C=C/C=N/NC(=S)NCCN1CCOCC1
→ -127, -0.1, 1.9, -4
COc1ccc(-n2nnnc2SCC(N)=O)c(OC)c1
→ 4, -0.1, -0.8, -42
CC(NC(=O)c1ccccc1)C(=O)N/N=C/c1ccc(O)cc1 (stereo not given)
→ -7, -0.1, -1.1, 0
O=[N+]([O-])c1ccc(/C(=N\O)C23CN4CN(CN(C4)C2)C3)cc1
→ 15, 0.5, 0.2, -3
Cc1cccc(NC(=O)/C=C/c2ccc(Cl)cc2)n1
→ 15, 0.8, -4.2, 15
CCn1nc(C(=O)Nc2ccccc2-c2nc3ccccc3s2)cc1C
→ -1, 0.3, -0.3, 4
Cc1ccc(CNC(=O)C(C)Oc2ccccc2)c(=S)[nH]1 (stereo not given)
→ -6, 0.1, 0.4, -5
COc1ccc(Nc2nn(-c3ccc(F)cc3)nc2C(C)=O)c2ncccc12
→ 12, -0.1, -0.9, 6
O=C1NC(c2ccccc2)=NC1(NS(=O)(=O)c1ccccc1)C(F)(F)F (stereo not given)
→ -8, -0.1, -0.1, 2
COc1ccc(/C=C\C(=O)N2CCC3(CC2)CC(=O)c2ccccc2O3)cc1OC
→ 20, 1.8, -0.7, -2
CCN1CCN(c2ccc(NC(=O)CCc3c(C)nc4ncnn4c3C)cc2)CC1
→ 12, 0.0, -0.5, 11
COc1ccc(C(=O)Nc2ccnn2C2CCN(C3Cc4ccccc4C3)CC2)cc1
→ -1, -0.1, 1.1, 0
COc1cc2nc(NC(=O)c3ccc([N+](=O)[O-])o3)sc2cc1OC
→ -7, -0.1, -2.5, 9

# Further structures:
# Order of results: MITF primary, FBW7 activator, GPR151 activ, TEAD-YAP inh
CCOc1ccc(C2=CC(c3cc(OC)c(OC)c(OC)c3)n3nnnc3N2)cc1 (stereo not given)
→ 5, -0.1, 1.6, 44*
COc1ccc(C(=O)Nc2ccc(-c3ccc4nnc(C)n4n3)cc2)cc1OC
→ 3, 0.0, 0.9, 5
Cc1ccc(-c2cc(=O)c3cc(NC(=O)c4ccccc4Br)ccc3o2)cc1
→ 12, 0.0, -2.0, -18
O=C(c1ccc(F)cc1F)N1CCN(c2ccc3nnc(-c4ccco4)n3n2)CC1
→ 6, 0.3, 1.7, 15
Cc1ccc(C(=O)NCC(=O)Nc2ccccc2C)cc1
→ -5, 0.2, 2.0, -6
CC1=C(C(=O)OCC2CCCCC2)C(c2ccc(Cl)c(Cl)c2)NC(=O)N1 (stereo not given)
→ -3, 0.0, -0.7, -7
CCCS(=O)(=O)N1CCN=C1SCc1cccc(C)c1
→ -4, 0.1, -1.0, -2
N#Cc1cc(Oc2cccc3ccccc23)nc2ccccc12
→ -5, 0.1, -2.1, -4
O=C(CN1C(=O)c2ccccc2C1=O)N1CCOCCN(C(=O)CN2C(=O)c3ccccc3C2=O)CCOCC1
→ 8, 0.1, 0.9, -6
